CD11b adhes enh = increases human CD11b/CD18 adhesion to fibrinogen. K562 CD11b/CD18 adhesion to fibrinogen, ATPlite luminescence. activation, % at 10 µM. actives 0.07% (n = 93,000). AID 1499;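 active means 10 µM primary screen giving 50% or more activity, confirmed by 40% or more on retest at that dose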; further: strong numbers were not always called active
Target sequence (P05107 whole entry, looked up, other chains not shown): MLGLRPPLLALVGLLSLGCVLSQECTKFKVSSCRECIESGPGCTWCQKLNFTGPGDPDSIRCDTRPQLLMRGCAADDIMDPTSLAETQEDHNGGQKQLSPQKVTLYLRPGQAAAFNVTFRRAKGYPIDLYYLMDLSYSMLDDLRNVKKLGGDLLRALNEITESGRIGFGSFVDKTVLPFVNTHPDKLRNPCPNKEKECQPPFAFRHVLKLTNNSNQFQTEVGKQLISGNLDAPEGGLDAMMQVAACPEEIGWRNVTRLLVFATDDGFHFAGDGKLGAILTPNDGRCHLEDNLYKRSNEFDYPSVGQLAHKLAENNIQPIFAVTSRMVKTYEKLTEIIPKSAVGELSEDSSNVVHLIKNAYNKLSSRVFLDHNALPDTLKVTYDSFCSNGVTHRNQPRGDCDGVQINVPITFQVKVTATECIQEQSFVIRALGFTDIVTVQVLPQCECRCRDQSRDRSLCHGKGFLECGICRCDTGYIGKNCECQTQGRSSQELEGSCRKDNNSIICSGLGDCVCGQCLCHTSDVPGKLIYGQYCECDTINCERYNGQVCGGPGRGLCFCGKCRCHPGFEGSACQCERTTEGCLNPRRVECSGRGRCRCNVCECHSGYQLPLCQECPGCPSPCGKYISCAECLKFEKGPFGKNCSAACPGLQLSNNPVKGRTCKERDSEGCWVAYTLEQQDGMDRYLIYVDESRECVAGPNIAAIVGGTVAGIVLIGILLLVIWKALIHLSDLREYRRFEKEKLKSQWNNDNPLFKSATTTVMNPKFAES
Lung fibro prol = blocks proliferation of human lung fibroblasts | LL 47 human lung fibroblast viability, ATP luminescence; stronger effect = lower value | viability, % at 10 µM | actives 1.1% (n = 85,000) | AID 719;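 active means viability at or below 50% in the single dose screen; inactive means viability above 50%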;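 further: compound exposure lasted 72 h before the ATP readout; 100% = median luminescence of untreated cell-only wells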
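Material: Human LL 47 lung fibroblast cells | Input: 1,150 cells/well | Buffer or medium: IMEM plus 15% FBS | Compound dosing: 0.1% DMSO in all compound wells | Times: Overnight cell rest, 72 h compound treatment at 37 °C | Signal: CellTiter-Glo luminescence measuring cellular ATP | Measure: % viability versus median cells-only luminescence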
H69AR growth 86K = growth inhibitors of human H69AR lung tumor cells | H69AR lung tumor viability, ATP luminescence, 72 h; stronger effect = lower value | viability, % at 10 µM | actives 6% (n = 85,000) | AID 598;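 active means viability at or below 40%; inactive means viability above 40%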;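 further: multidrug resistant small cell line overexpressing MRP-1 efflux transporter; 100% = mean luminescence of untreated control wells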
CYP2C19 inh = human CYP2C19 inhibition. actives 21% (n = 96,000). inhibition, % at 5 µM. CYP2C19 Supersomes, luciferin-H EGE luminescence, 30 min. P33261;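 active means CYP2C19 inhibition above a set limit at 5 µM in the primary screen, cut at about 50% in these data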;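 further: plate controls were negative control wells for no effect and 2.5 mM tranylcypromine positive control for full effect; values of inactives mirror those of a sister screen read the other way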
ERa coact inh = ER-alpha (human) coactivator binding inhibition; P03372; inhibition, % at 25.6 µM; actives 1.7% (n = 86,000); AID 629; TR-FRET ER-alpha LBD / SRC-1 peptide, estradiol-bound; in the data active means inhibition above about 50%;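 further: 0% = receptor plus peptide control and 100% = peptide only without receptor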
CYP2C19 act = cytochrome P450 2C19 (human) activation; P33261; recombinant CYP2C19, luciferin-H EGE luminescence; stronger effect = higher value; 0 = fully inhibited enzyme, 1 = untreated enzyme; activation factor at 5 µM; 96,000 tested, under 10 active; AID 1025;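 active means activation factor of at least 2 at 5 µM in the primary screen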;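 further: 0 = wells with 2.5 mM tranylcypromine and 1 = vehicle-only wells; values of inactives mirror those of a sister screen read the other way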
CD11b adhes inh = inhibitors of human CD11b/CD18 binding to fibrinogen; K562 CD11b/CD18 adhesion to fibrinogen, ATPlite luminescence; Mn2+ added to activate the integrin; inhibition, % at 10 µM; actives 0.54% (n = 93,000); AID 1497;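 active means primary inhibition of 50% or more at 10 µM, then 40% or more on retest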; further: some results filed as inactive read as strong as hits
ERa SRC1 pot = ER-alpha (human) coactivator binding potentiation. TR-FRET ERalpha-LBD/SRC-Cy5 coactivator binding, 2 h; 100 = basal binding, no effect. P03372. coactivator binding (% of control), % at 25.6 µM. actives 1.3% (n = 86,000). AID 639; in the data active means activity above about 200%;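 further: binding measured in presence of low estradiol as agonist stimulus; 0% = peptide alone without receptor and 100% = receptor with peptide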
HUVEC inhibit = inhibitors of human endothelial cell proliferation; actives 1.1% (n = 86,000); viability, % at 10 µM (by protocol); HUVEC proliferation, CellTiter-Glo luminescence, 72 h; stronger effect = lower value;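 active means viability at or below 30%; inactive means viability above 30%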;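 further: 100% = median luminescence of DMSO-only cell control wells on each plate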
* hit, by the source's call; [ ] = remark or other dose.

Results for CSc1nsc(SC)c1NC(=O)OCc1ccccc1 ?
CD11b adhes enh: -2; CYP2C19 inh: 89*; CYP2C19 act: 0.1; CD11b adhes inh: 12

Results for CCC1c2ccc(C)n2CCN1C(=O)Nc1ccc(F)cc1 (stereo not drawn) ?
CD11b adhes enh: -3; Lung fibro prol: 100; H69AR growth 86K: 104; CYP2C19 inh: 28; ERa coact inh: 6; CYP2C19 act: 0.7; CD11b adhes inh: -4; ERa SRC1 pot: 108; HUVEC inhibit: 94

Results for COc1ccc(NC(=O)c2ccccc2NS(C)(=O)=O)cc1OC ?
CD11b adhes enh: 0; Lung fibro prol: 153; H69AR growth 86K: 101; CYP2C19 inh: 1; ERa coact inh: -5; CYP2C19 act: 1; CD11b adhes inh: -22; ERa SRC1 pot: 121[fluorescence artefact?]; HUVEC inhibit: 100

Results for COC(=O)NCc1ccc(Cl)c(Cl)c1 ?
CD11b adhes enh: -2; Lung fibro prol: 102; H69AR growth 86K: 88; CYP2C19 inh: 64*; ERa coact inh: -13; CYP2C19 act: 0.4; CD11b adhes inh: 6; ERa SRC1 pot: 125; HUVEC inhibit: 94

What do the screens show for `O=C(COc1ccccc1F)NC1CCN(Cc2ccccc2)CC1`?
CD11b adhes enh: -5; CYP2C19 inh: 10; CYP2C19 act: 0.9; CD11b adhes inh: -10

What do the screens show for `c1ccc2c(c1)[nH]c1c(NCC3CCCO3)ncnc12` (stereo not drawn)?
CD11b adhes enh: -4; Lung fibro prol: 93; H69AR growth 86K: 70; CYP2C19 inh: 44; ERa coact inh: 3; CYP2C19 act: 0.6; CD11b adhes inh: 5; ERa SRC1 pot: 113; HUVEC inhibit: 87

What do the screens show for `CSc1nc2c(cnn2-c2ccc(C)c(C)c2)c(=O)[nH]1`?
CD11b adhes enh: 0; Lung fibro prol: 100; H69AR growth 86K: 20*; CYP2C19 inh: -1; ERa coact inh: 47[fluorescence artefact?]; CYP2C19 act: 1; CD11b adhes inh: -11; ERa SRC1 pot: 126[fluorescence artefact?]; HUVEC inhibit: 38

Results for O=C(Nc1cn(-c2ccccc2)nc1-c1cccs1)c1ccco1 ?
CD11b adhes enh: -1; Lung fibro prol: 90; H69AR growth 86K: 70; CYP2C19 inh: 37; ERa coact inh: 0; CYP2C19 act: 0.6; CD11b adhes inh: -3; ERa SRC1 pot: 90[fluorescence artefact?]; HUVEC inhibit: 90

How did CCC1=C(C(=O)OC)C(c2cc(OC)ccc2OC)C(C#N)=C(N)O1 (stereo not drawn) do in these assays?
Lung fibro prol: 95; H69AR growth 86K: 76; CYP2C19 inh: 55*; ERa coact inh: -1; CYP2C19 act: 0.5; ERa SRC1 pot: 106; HUVEC inhibit: 87

What do the screens show for `Cc1nn(-c2ccccn2)c2c1-c1nc(N)ncc1CC2`?
CD11b adhes enh: -7; Lung fibro prol: 102; H69AR growth 86K: 68; CYP2C19 inh: -8; ERa coact inh: -8; CYP2C19 act: 1.1; CD11b adhes inh: 14; ERa SRC1 pot: 110; HUVEC inhibit: 81

Results for CCOC(=O)Nc1nnc(-c2ccc(OC)cc2)s1 ?
CD11b adhes enh: -3; Lung fibro prol: 107; H69AR growth 86K: 84; CYP2C19 inh: 27; ERa coact inh: 7[fluorescence artefact?]; CYP2C19 act: 0.7; CD11b adhes inh: -28; ERa SRC1 pot: 94; HUVEC inhibit: 90

How did CN(C)CCCNC(=O)CC(c1ccccc1)c1ccccc1O (stereo not drawn) do in these assays?
CD11b adhes enh: 3; Lung fibro prol: 108; H69AR growth 86K: 84; CYP2C19 inh: -18; ERa coact inh: -9; CYP2C19 act: 1.2; CD11b adhes inh: 5; ERa SRC1 pot: 112; HUVEC inhibit: 90

How did COc1cc2c(cc1NCc1ccccn1)oc1ccccc12 do in these assays?
Lung fibro prol: 97; H69AR growth 86K: 95; ERa coact inh: 19[fluorescence artefact?]; ERa SRC1 pot: 72[fluorescence artefact?]; HUVEC inhibit: 85

Results for Cc1nnc(SCc2ccc(Cl)cc2)n1CC1CCCO1 (stereo not drawn) ?
Lung fibro prol: 97; H69AR growth 86K: 103; CYP2C19 inh: 36; ERa coact inh: -2; CYP2C19 act: 0.6; ERa SRC1 pot: 115; HUVEC inhibit: 95

How did Oc1ccc(CN2CCCCC2)nc1-c1ccccc1 do in these assays?
CD11b adhes enh: -2; Lung fibro prol: 98; H69AR growth 86K: 93; CYP2C19 inh: -20; ERa coact inh: 2; CYP2C19 act: 1.2; CD11b adhes inh: -2; ERa SRC1 pot: 98; HUVEC inhibit: 110

Results for CC(C)(C)c1ccc(COn2c(=O)c(-c3ccco3)[n+]([O-])c3ccccc32)cc1 ?
CD11b adhes enh: 1; Lung fibro prol: 61; H69AR growth 86K: 34*; CYP2C19 inh: 6; ERa coact inh: -1; CYP2C19 act: 0.9; CD11b adhes inh: 13; ERa SRC1 pot: 86; HUVEC inhibit: 72

How did CCOC(=O)C1CCCCN1Cc1cc(OC)ccc1OC (stereo not drawn) do in these assays?
CD11b adhes enh: -4; Lung fibro prol: 97; H69AR growth 86K: 92; CYP2C19 inh: 46; ERa coact inh: 15; CYP2C19 act: 0.5; CD11b adhes inh: -23; ERa SRC1 pot: 102; HUVEC inhibit: 94

What do the screens show for `COc1cc2cc(CN(CCO)S(=O)(=O)c3ccccc3Cl)c(=O)[nH]c2cc1OC`?
CD11b adhes enh: -6; Lung fibro prol: 101; H69AR growth 86K: 65; CYP2C19 inh: 12; ERa coact inh: 8; CYP2C19 act: 0.9; CD11b adhes inh: 4; ERa SRC1 pot: 123; HUVEC inhibit: 85

Results for Nc1ccc2nc(-c3ccccn3)[nH]c2c1 ?
Lung fibro prol: 110; H69AR growth 86K: 42; ERa coact inh: 97*[fluorescence artefact?]; ERa SRC1 pot: 12[fluorescence artefact?]; HUVEC inhibit: 64

How did CCOC(=O)CSc1nnc(Cn2nnc(-c3ccccc3)n2)n1C do in these assays?
CD11b adhes enh: 2; Lung fibro prol: 101; H69AR growth 86K: 101; CYP2C19 inh: 10; ERa coact inh: -10; CYP2C19 act: 0.9; CD11b adhes inh: 8; ERa SRC1 pot: 103; HUVEC inhibit: 95

How did COc1ccc(NC(=O)N(Cc2ccc(C)cc2)Cc2ccccn2)c(OC)c1 do in these assays?
Lung fibro prol: 97; H69AR growth 86K: 92; ERa coact inh: -8; ERa SRC1 pot: 191; HUVEC inhibit: 95

How did CCOc1cc2[nH]c(=S)n(CCc3ccc(OC)c(OC)c3)c(=O)c2cc1OCC do in these assays?
CD11b adhes enh: 17; Lung fibro prol: 17*; H69AR growth 86K: 3.0*; CYP2C19 inh: 18; ERa coact inh: 57*[fluorescence artefact?]; CYP2C19 act: 0.8; CD11b adhes inh: -43; ERa SRC1 pot: 62[fluorescence artefact?]; HUVEC inhibit: 16*

What do the screens show for `Cc1c(C(=O)NCC2CCCO2)oc2ccc(S(=O)(=O)N3CC(C)CC(C)C3)cc12` (stereo not drawn)?
CD11b adhes enh: -1; Lung fibro prol: 75; H69AR growth 86K: 70; CYP2C19 inh: 34; ERa coact inh: 3[fluorescence artefact?]; CYP2C19 act: 0.7; CD11b adhes inh: -9; ERa SRC1 pot: 124[fluorescence artefact?]; HUVEC inhibit: 68

How did CC(Sc1nc(-c2ccccc2)cc(C(F)(F)F)n1)C(=O)N1CCC(C(N)=O)CC1 (stereo not drawn) do in these assays?
Lung fibro prol: 94; H69AR growth 86K: 70; ERa coact inh: 12; ERa SRC1 pot: 98; HUVEC inhibit: 90

What do the screens show for `N#CCCn1nnc(-c2ccccc2F)n1`?
CD11b adhes enh: 2; Lung fibro prol: 101; H69AR growth 86K: 96; CYP2C19 inh: -1; ERa coact inh: 1; CYP2C19 act: 1; CD11b adhes inh: 0; ERa SRC1 pot: 117; HUVEC inhibit: 114

How did C=CCOc1ccc(/C(O)=C2\C(=O)C(=O)N(CCCOC)C2c2ccc(O)c(OC)c2)cc1 (stereo not drawn) do in these assays?
CD11b adhes enh: 7; Lung fibro prol: 98; H69AR growth 86K: 103; CYP2C19 inh: 1; ERa coact inh: 5; CYP2C19 act: 1; CD11b adhes inh: 4; ERa SRC1 pot: 117; HUVEC inhibit: 84

How did CCN(CC)S(=O)(=O)c1ccc2c(c1)c(C(=O)O)cn2C do in these assays?
CD11b adhes enh: -1; Lung fibro prol: 97; H69AR growth 86K: 99; CYP2C19 inh: 20; ERa coact inh: 2; CYP2C19 act: 0.8; CD11b adhes inh: -36; ERa SRC1 pot: 107[fluorescence artefact?]; HUVEC inhibit: 90

What do the screens show for `Cc1ccc(OCC(=O)OC2CCS(=O)(=O)C2)cc1` (stereo not drawn)?
CD11b adhes enh: 0; Lung fibro prol: 92; H69AR growth 86K: 89; CYP2C19 inh: 21; ERa coact inh: -24; CYP2C19 act: 0.8; CD11b adhes inh: -14; ERa SRC1 pot: 107; HUVEC inhibit: 93

Results for CCCCNC(=O)c1cc2c(-c3ccc(Cl)cc3)nn(C)c2s1 ?
CD11b adhes enh: 7; Lung fibro prol: 62; H69AR growth 86K: 36*; CYP2C19 inh: 42; ERa coact inh: -6; CYP2C19 act: 0.6; CD11b adhes inh: 4; ERa SRC1 pot: 128; HUVEC inhibit: 75

How did Cc1ccc(NC(=O)c2ccc(-n3cncn3)c([N+](=O)[O-])c2)cc1 do in these assays?
CD11b adhes enh: -1; CYP2C19 inh: 100*; CYP2C19 act: 0; CD11b adhes inh: -3

How did O=C(NO)c1ccc(OC(F)F)cc1 do in these assays?
CD11b adhes enh: 2; Lung fibro prol: 80; H69AR growth 86K: 91; CYP2C19 inh: 15; ERa coact inh: -12; CYP2C19 act: 0.9; CD11b adhes inh: 10; ERa SRC1 pot: 116; HUVEC inhibit: 91

How did COc1cc(OC)c(C2N(c3cc(C)on3)C(=O)C3CCCN32)cc1OC (stereo not drawn) do in these assays?
Lung fibro prol: 101; H69AR growth 86K: 94; CYP2C19 inh: -10; ERa coact inh: -9; CYP2C19 act: 1.1; ERa SRC1 pot: 125; HUVEC inhibit: 90

What do the screens show for `CC(C)Oc1ccc(C(=O)NCc2cccnc2)cc1`?
CD11b adhes enh: 0; Lung fibro prol: 92; H69AR growth 86K: 99; CYP2C19 inh: 35; ERa coact inh: -4; CYP2C19 act: 0.6; CD11b adhes inh: -2; ERa SRC1 pot: 122; HUVEC inhibit: 97

Results for O=C(NC(=S)N1CCCCC1)C12CC3CC(CC(C3)C1)C2 ?
CD11b adhes enh: -2; CYP2C19 inh: 20; CYP2C19 act: 0.8; CD11b adhes inh: 1

What do the screens show for `COC(=O)c1c(C)oc2ccc(N(C(=O)c3ccncc3)S(=O)(=O)c3ccc(C)cc3)cc12`?
CD11b adhes enh: -7; CYP2C19 inh: 100*; CYP2C19 act: 0; CD11b adhes inh: 83

How did Cc1ccc(Cn2ccc(NC(=O)c3noc4c3CCCCC4)n2)cc1 do in these assays?
CD11b adhes enh: -3; Lung fibro prol: 111; H69AR growth 86K: 86; CYP2C19 inh: 2; ERa coact inh: -1[fluorescence artefact?]; CYP2C19 act: 1; CD11b adhes inh: 2; ERa SRC1 pot: 108; HUVEC inhibit: 101

Pulled by compound from the entries so far (2):
How did CCN(CC)S(=O)(=O)c1ccc2c(c1)c(C(=O)O)cn2C do in these assays?
CD11b adhes enh: -1; Lung fibro prol: 97; H69AR growth 86K: 99; CYP2C19 inh: 20; ERa coact inh: 2; CYP2C19 act: 0.8; CD11b adhes inh: -36; ERa SRC1 pot: 107[fluorescence artefact?]; HUVEC inhibit: 90

What do the screens show for `Cc1nn(-c2ccccn2)c2c1-c1nc(N)ncc1CC2`?
CD11b adhes enh: -7; Lung fibro prol: 102; H69AR growth 86K: 68; CYP2C19 inh: -8; ERa coact inh: -8; CYP2C19 act: 1.1; CD11b adhes inh: 14; ERa SRC1 pot: 110; HUVEC inhibit: 81
